Compound activity as filed in PubChem BioAssay.
TrxR1 substrate = rat thioredoxin reductase 1 substrate activity. purified TrxR1 substrate turnover, NADPH consumption readout. Potency, µM (top dose mostly 114 µM), for the others: at the top dose activity change, negative = substrate turnover. 390,000 tested, 0.01% active. AID 588456; note: potency is the fitted concentration of half-maximal effect; % is set by controls: 0 for no effect and ±100 for the full control effect; nearly all actives have a fitted effect of over 50% in size
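Rat TrxR1, dispensed at 90 nM, was prereduced with 400 uM NADPH (final) for 5 min at ~22 deg C, then incubated with compound 15 min before 400 uM selenite. A first-read NADPH fluorescence drop versus no-compound background flagged substrates.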
RGS4 inh = human RGS4 inhibition; 390,000 tested, 0.039% active; Potency, µM (top dose mostly 114 µM), for inactives: at the top dose activity change, negative = inhibition, actives largely listed as inhibitors; Transcreener GDP fluorescence polarization, RGS4-accelerated GTP hydrolysis; P49798; AID 504845; note: potency is the fitted concentration of half-maximal effect; % is set by controls: 0 for no effect and ±100 for the full control effect; nearly all actives have a fitted effect of over 75% in size; some results filed as inactive show a strong effect at the top dose
Target sequence (P49798 whole entry, looked up): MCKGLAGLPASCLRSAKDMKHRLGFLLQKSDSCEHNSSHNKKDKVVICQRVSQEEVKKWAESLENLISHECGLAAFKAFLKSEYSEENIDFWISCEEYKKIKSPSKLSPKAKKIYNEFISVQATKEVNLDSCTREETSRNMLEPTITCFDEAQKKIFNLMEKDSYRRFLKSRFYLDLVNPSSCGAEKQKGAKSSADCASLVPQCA
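MLSMR compounds (23 nl, pin-transferred) preincubated 10 min at room temperature with a 500nM (2x) first reagent, then RGS4 at 900nM (2x) plus Transcreener GDP mix added; fluorescence polarization (620/688 nm) read before and after 90 min at 30 °C.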
rTrxR1 inhibitor = rat TrxR1 inhibition | O89049 | recombinant rTrxR1, NADPH fluorescence consumption, selenite substrate | Potency, µM (series often up to 114 µM), without a hit: top-dose activity change, negative = inhibition, hits mostly inhibitors | 390,000 tested, 1% active; note: potency is the fitted concentration of half-maximal effect; % is set by controls: 0 for no effect and ±100 for the full control effect; nearly all actives have a fitted effect of over 65% in size
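Rat TrxR1 (90 nM in the dispensed reagent) was pre-reduced with 400 uM NADPH for 5 min at room temperature, then incubated with compound for 15 min. After 400 uM selenite was added, NADPH fluorescence (Ex 340/Em 450 nm) was followed for 8 min.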
LDHA block = inhibitors of human lactate dehydrogenase A; P00338; purified LDHA, NADH/diaphorase-resazurin fluorescence; stronger effect = lower value; activity change, % (values are at about 110 or 230 µM); 480,000 tested, 0.15% active; AID 1347041; in the data active = activity change below about -30%; inconclusive = mostly about -25% to -30%;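 note: plate controls were DMSO wells for no effect and wells without enzyme for full effect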
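Resorufin fluorescence (ex540/em590), read at 0 and 20 min after diaphorase/resazurin addition, reports the NADH left after a 5 min room-temperature reaction of 2 nM human LDH5 with 0.06 mM NADH and 0.2 mM pyruvate.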
GRP78 ERSR act = ER stress response induction in glioma; 420,000 tested, 0.02% active; U87-MG GRP78 promoter luciferase reporter, 16 h; Potency, µM, inactives show at the top dose activation, usual class: activators; note: potency is the fitted concentration of half-maximal effect; series mostly up to about 76 µM; % of control where 0% means no effect; nearly all actives have a fitted effect of over 35% in size
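Stably transfected U87-MG human glioma cells carrying a GRP78-based luminescent sensor were seeded at 1000 cells/well, pin-dosed with compounds and incubated 16 h. Luciferase reagent was then added, and end-point luminescence was read after 10 min at room temperature.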
Vif-A3F inh = inhibitors of Vif-A3F interaction; Potency, µM (top dose mostly 46.1 µM), for the others: top-dose activity, negative = active; AID 602313; HeLa A3F-eYFP + Vif (tagged APOBEC3F with the HIV-1 protein that degrades it), YFP fluorescence increase; 390,000 tested, 0.2% active; note: potency is the fitted concentration of half-maximal effect; % of control where 0% means no effect; nearly all actives have a fitted effect of over 65% in size
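Fluorescence increase (Ex 488/Em 500-530) after overnight compound treatment at 37 deg C flags inhibition of Vif-driven A3F-eYFP loss in stable HeLa A3F-eYFP/Vif cells seeded overnight beforehand.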
USP1 inh = USP1/UAF1 (human) deubiquitinase inhibition. Potency, µM (top dose mostly 57.1 µM), without a hit: top-dose activity change, negative = inhibition, most hits filed as inhibitors. O94782. recombinant USP1/UAF1, Ub-Rhodamine cleavage fluorescence. 390,000 tested, 0.23% active. AID 743255; note: potency is the fitted concentration of half-maximal effect; % is set by controls: 0 for no effect and ±100 for the full control effect; nearly all actives have a fitted effect of over 60% in size; inactives centre near -12
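In this screen, compounds sit with the deubiquitinase complex (1nM) for 15 min at room temperature before Ub-Rho is added at 150nM final. Fluorescence rise is then followed for 6 reads every 60 seconds.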
Vif-APOBEC3G blk = blocks the Vif interaction with human APOBEC3G. 410,000 tested, 0.076% active. Potency, µM (series often up to 46.1 µM), for the others: at the top dose activity, negative = active, most hits filed as inhibitors. HeLa A3G-eYFP + Vif (tagged APOBEC3G with the HIV-1 protein that degrades it), YFP fluorescence, overnight. AID 602310;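 note: potency is the fitted concentration of half-maximal effect; % is set by controls: 0 for no effect and ±100 for the full control effect; nearly all actives have a fitted effect of over 60% in size; hits raise eYFP signal because A3G escapes Vif-driven loss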
Target sequence (Q9HC16 whole entry, looked up): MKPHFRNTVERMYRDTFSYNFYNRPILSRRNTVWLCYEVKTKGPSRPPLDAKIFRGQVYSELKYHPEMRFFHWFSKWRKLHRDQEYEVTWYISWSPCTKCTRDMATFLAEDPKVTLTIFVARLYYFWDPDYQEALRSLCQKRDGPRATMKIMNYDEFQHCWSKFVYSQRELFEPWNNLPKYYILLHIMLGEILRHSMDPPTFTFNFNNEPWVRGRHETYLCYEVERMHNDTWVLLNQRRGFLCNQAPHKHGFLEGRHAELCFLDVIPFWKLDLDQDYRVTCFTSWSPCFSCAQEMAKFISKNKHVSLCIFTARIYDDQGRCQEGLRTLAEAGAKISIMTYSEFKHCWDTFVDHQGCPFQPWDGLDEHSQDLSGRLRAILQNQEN
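HeLa cells stably expressing Vif and C-terminally eYFP-tagged A3G, seeded overnight at 37 deg C, then exposed to compound by pintool overnight at 37 deg C. Rise in yellow fluorescence (Ex 488/Em 500-530, Acumen) marks blocked Vif-driven A3G degradation.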
mIDH1 inhibitor = inhibitors of human mutant IDH1 R132H. IDH1-R132H enzyme, NADPH consumption, diaphorase/resazurin fluorescence. O75874. Potency, µM (titrated, usually from 76.6 µM), for inactives: at the top dose activity change, negative = inhibition, actives largely listed as inhibitors. AID 602179. 390,000 tested, 0.093% active; note: potency is the fitted concentration of half-maximal effect; % is set by controls: 0 for no effect and ±100 for the full control effect; nearly all actives have a fitted effect of over 65% in size
Target sequence (O75874 whole entry R132H, stated change not applied): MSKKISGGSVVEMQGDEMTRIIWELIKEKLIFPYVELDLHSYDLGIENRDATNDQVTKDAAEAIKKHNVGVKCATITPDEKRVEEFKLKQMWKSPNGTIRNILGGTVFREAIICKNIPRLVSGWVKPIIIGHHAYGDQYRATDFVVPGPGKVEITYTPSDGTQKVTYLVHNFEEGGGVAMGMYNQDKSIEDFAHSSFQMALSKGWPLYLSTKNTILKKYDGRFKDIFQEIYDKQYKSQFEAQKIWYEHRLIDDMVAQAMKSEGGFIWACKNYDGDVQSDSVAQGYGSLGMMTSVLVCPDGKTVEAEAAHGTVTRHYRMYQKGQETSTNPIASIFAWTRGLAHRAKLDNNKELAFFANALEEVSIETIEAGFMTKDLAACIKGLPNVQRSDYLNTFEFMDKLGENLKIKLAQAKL
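IDH1-R132H (0.5 ug/mL dispensed) in pH 7.5 Tris buffer was preincubated 30 min with compound, then given a substrate mix of 0.016 mM NADPH and 2 mM alpha-KG for 80 min at room temperature; remaining NADPH was read by diaphorase/resazurin fluorescence.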
Active calls of the source: *; ? = inconclusive; . = not tested or not shown; & = joins results of further samples; [ ] = remark or other dose. Unless noted, calls come from the whole dose curve; as a rule, active = well fitted curve in the direction sought with a large enough effect; inconclusive = small, poorly fitted or top-dose-only effect, or another doubt; inactive = no such curve, though single readings can be large; an effect the other way counts as inactive or inconclusive. Some of the compounds tested (hit frequency here may not be typical).

Screens in order – TrxR1 substrate	RGS4 inh	rTrxR1 inhibitor	LDHA block	GRP78 ERSR act	Vif-A3F inh	USP1 inh	Vif-APOBEC3G blk	mIDH1 inhibitor
- CC(Oc1ccccc1)C(=O)N1CCN(S(=O)(=O)c2ccc(OC(F)(F)F)cc2)CC1 (stereo not drawn)
  .	.	.	3	-4%	-6%	-29%	-3%	11%
- Cc1cccc(OCC(=O)NCCNC(=O)c2ccco2)c1
  -15%[57.1 µM]	-5%	22%[57.1 µM]	0	0%	-7%	-12%	1%	4%
- Cc1nn2c(C(F)(F)F)cc(-c3ccc(OC(C)C)cc3)nc2c1C#N
  29%	4%	27%	-4	-4%	0%	-6%	-12%	-2%
- O=C(CCCCn1c(=O)c2ccccc2n(Cc2ccccc2F)c1=O)NCc1ccc2c(c1)OCO2
  7%	-16%	12%	3	-1%	-9%	-20%	-1%	13%
- CCOC(=O)c1sc(NC(=O)CC(C)c2ccccc2)nc1C (stereo not drawn)
  9%	16%	33%	-3	-7%	-23%	-14%	?	-4%
- Cc1ccc(NC(=O)C(C)Sc2nc(-c3ccccc3)cc(=O)[nH]2)cc1 (stereo not drawn)
  3%	18%	14%	-3	-3%	6%	-28%	-6%	-9%
- COc1ccc(C2NC(=S)N3C(c4ccc(OC)cc4)NC(=S)N23)cc1 (stereo not drawn)
  -6%[57.1 µM]	-54%[11.4 µM]	-22%[57.1 µM]	-3	-4%	-5%	-10%	0%	-2%
- COc1cccc(CN2CCN(C(=O)c3cccc4ccccc34)CC2)c1OC
  9%	-10%	13%	?	-2%	0%	-17%	-5%	-1%
- COc1ccc(OC)c2[nH]c(C(=O)N3CCC(C(=O)O)CC3)cc12
  5%	5%	21%	1	-5%	4%	0%	0%	-2%
- O=C(CN(C(=O)c1cccc([N+](=O)[O-])c1)C1CCCCC1)Nc1ccc(Cl)c([N+](=O)[O-])c1
  7%[57.1 µM]	10%	21%	-5	-3%	-25%	-23%	0%	-6%
- O=C(NCc1cccnc1)Nc1ccc(F)cc1F
  -2%[57.1 µM]	29%	22%[57.1 µM]	-5	1%	-24%	2%	-1%	15%
- CC(C(=O)Nc1ccc2c(c1)OCO2)c1ccc([N+](=O)[O-])cc1 (stereo not drawn)
  1%[57.1 µM]	4%	7%[57.1 µM]	-5	-3%	-3%	-1%	1%	-5%
- Cc1csc(NC(=O)CCn2c(=O)sc3ccccc32)n1
  11%	-7%	17%	-12	2%	-3%	-9%	-9%	2%
- CCOC(=O)c1c(NC(=O)CSc2nnc(C)c(=O)[nH]2)sc2c1CCC2
  6%[57.1 µM]	-13%	18%[57.1 µM]	-6	-4%	-15%	-5%	1%	-9%
- CCSC(=S)c1c(C)[nH]n(-c2ccccc2)c1=O
  2%[57.1 µM]	-24%	-23%[57.1 µM]	-1	-1%	-2%	-11%	-1%	5%
- Cc1ccc(N2C(=O)N(CC(=O)Nc3ccc(C)c(C)c3[N+](=O)[O-])C(=O)C2C)cc1 (stereo not drawn)
  6%[57.1 µM]	-9%	35%[57.1 µM]	-4	-1%	7%	-14%	1%	2%
- Cc1ccc(CSc2nc3cccnc3n2Cc2ccc(C(=O)NC3CCCCC3)cc2)cc1
  29%	-14%	17%	1	4%	3%	-16%	-23%	10%
- O=C(CSc1nc2ccccc2c(=O)n1-c1ccccc1)N1CCc2ccccc2C1
  10%[57.1 µM]	-5%	14%[57.1 µM]	-5	-3%	3%	?	-1%	7%
- CC(C)NC(=O)COc1ccc2c(c1)C(=O)CC(C)(C)O2
  134%[activator]	18%	44%[activator]	-7	-1%	12%	-9%	0%	-16%
- CNC(=O)c1nc(C)n(-c2cc(Cl)ccc2Cl)n1
  4%	32%	23%	-10	-2%	-1%	0%	-4%	3%
- CC(=NCCc1c(C)[nH]c2ccc(OCc3ccccc3)cc12)C1=C(O)CC(c2ccccc2)CC1=O (stereo not drawn)
  3%[57.1 µM]	-16%	27%[57.1 µM]	1	-7%	9%	-15%	0%	2%
- CCN(CC(=O)NC(=O)NC1CCCC1)Cc1ccccc1
  0%	11%	3%	-4	-3%	-6%	-26%	-3%	8%
- COc1ccc(/C=N/NC(=O)c2cc(-c3ccccc3)nc3ccccc23)cc1O
  2%[11.4 µM]	-7%	-2%[11.4 µM]	-3	-2%	1%	-20%	-24%	4%
- O=[N+]([O-])c1ccc(CNCc2cc(Cl)ccc2O)cc1
  -3%	6%	-5%	10	2%	1%	0%	-3%	-9%
- Cc1ccc(C)c(CN2C(=O)c3ccccc3S(=O)c3ccc(C(=O)NCc4ccccc4)cc32)c1 (stereo not drawn)
  -1%	-10%	30%	1	-4%	2%	-25%	0%	8%
- Cc1nc(NC(=O)CSc2nc3ccccc3s2)sc1C(=O)N(C)C
  -1%	-27%	-2%	2	-3%	-4%	3%	-6%	-4%
- COc1ccc([C@H]2CC(=O)C=C(c3cc(C(F)(F)F)cc(C(F)(F)F)c3)C2)cc1
  2%[57.1 µM]	-2%	31%[57.1 µM]	3	-5%	9%	-23%	2%	4%
- Cc1cc2oc(C(=O)Nc3ccc(S(=O)(=O)N4CCC(C)CC4)cc3)cc(=O)c2cc1C
  6%	-21%	12%	-3	-4%	3%	-6%	-3%	4%
- CC1=CCC2C(=O)N(c3cc(C)on3)C(=O)C2C1 (stereo not drawn)
  -5%	-1%	2%	-6	-4%	-3%	-14%	-1%	3%
- CCOC(=O)C1CCN(S(=O)(=O)c2ccc3c(c2)CCN3C(=O)C2CCC2)CC1
  3%[57.1 µM]	-52%[56.9 µM]	23%[57.1 µM]	-2	-2%	1%	-20%	1%	-9%
- CCCCCCN1C[C@@H](O)[C@H](n2cc(COC(=O)c3ccccc3)nn2)C[C@@H]1c1ccc(Cl)cc1
  .	.	.	-14	-3%	-13%	1%	0%	4%
- CCCOc1ccc(C(C)=O)cc1CC(C(N)=O)C(N)=O
  5%	2%	1%	-8	-3%	-7%	-12%	1%	-2%
- O=C(c1ccccc1Oc1ccc(C(F)(F)F)cc1[N+](=O)[O-])N1CCOCC1
  ?	17%	3%	-17	-7%	7%	-10%	-8%	11%
- COc1ccc(C2(C(=O)NC(C)C)CCCC2)cc1OC
  9%	4%	26%	-7	-3%	0%	-16%	0%	0%
- Cc1ccc(C)c(SCC(=O)NC(=O)Nc2ccc3c(c2)OCCO3)c1
  2%	-15%	12%	-6	-2%	-7%	-20%	0%	-3%
- CC(=O)c1c(C)[nH]c(C(=O)NCc2ccc(Cl)cc2)c1C
  .	.	.	-5	-1%	-1%	6%	-5%	6%
- CCc1cc2c(Nc3ccc(O)cc3)nc(C)nc2s1
  -4%	-12%	14%	-2	-2%	0%	-21%	-6%	2%
- O=C(CN1C(=O)C(=O)c2ccccc21)NCCc1ccccc1
  3%	-13%	14%	1	-4%	-11%	-22%	0%	-1%
- O=C(CN1C(=O)NC2(CCCCC2)C1=O)NNC(=O)C1CC1
  5%	32%	18%	-11	2%	-20%	-1%	2%	4%
- Cc1ccc(C)c(NC(=S)NC(=O)c2cncc(Br)c2)c1
  8%[57.1 µM]	-36%	?	0	-3%	?	-6%	0%	1%
- O=C(COC(=O)Cc1ccccc1F)Nc1cccc(F)c1
  -14%[57.1 µM]	-43%	24%[57.1 µM]	-3	-4%	6%	-6%	1%	2%
- OC1=C(O)c2nc3ccccc3nc21
  2%	11%	1.3µM*	0	1%	-17%	-1%	2%	0%
- COc1ccccc1N1CCN(C2=NS(=O)(=O)c3ccccc32)CC1
  6%[57.1 µM]	-7%	-11%[57.1 µM]	1	1%	5%	3%	-1%	6%
- S=C(NCCCN1CCN(CCCNC(=S)NC2CCCCC2)CC1)NC1CCCCC1
  -6%	-30%	?	-6	-2%	9%	-8%	6%	-11%
- CCOC(=O)c1ccc(NC(=O)CSc2ccc(-c3ccccn3)nn2)cc1
  -3%&0%	-25%&-20%	-2%&10%	2&3	-3%&-1%	-13%&-2%	-1%&-3%	-5%&1%	-5%&-1%
- O=C(C1CCC1)N1CCc2cc(S(=O)(=O)NCc3cccnc3)ccc21
  0%	25%	4%	-8	-4%	.	-5%	-1%	-2%
- O=[N+]([O-])c1ccc(O)c(C=NN2CCCCC2)c1
  .	.	.	-1	-5%	-1%	-14%	-2%	7%
- COc1cccc(NC(=O)CN2C(=O)c3ccccc3Sc3ncccc32)c1
  -2%	0%	13%	2	2%	-3%	-6%	3%	-5%
- Cc1[nH]c2ccccc2c1C(=O)C(=O)NCC1CCCO1 (stereo not drawn)
  3%[57.1 µM]	18%	15%[57.1 µM]	-2	-5%	3%	-15%	1%	21%
